SIAE primary = blocks human sialic acid acetylesterase; Q9HAT2; SIAE FP-Rh probe binding, fluorescence polarization; inhibition, % at 9.66 µM; 370,000 tested, 0.69% active; AID 1053197;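 active = inhibition above a cutoff: mean of compounds within the control limits plus 3 SD of those, cut at about 17% in these data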;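 also: 0% = plate median of compound wells and 100% = probe without SIAE protein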
mABHD4 FP = inhibitors of mouse ABHD4 | 370,000 tested, 0.54% active | inhibition, % at 8.92 µM | purified mABHD4, FP-Rh probe fluorescence polarization | AID 720543;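 active = inhibition exceeding the mean over every tested compound plus 3 SD, cut at about 30% in these data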;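 also: 0% = plate median of compound wells and 100% = S159A mutant with DMSO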
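Assay system: Wild-type mouse ABHD4 protein | Medium: HEPES pH 7.0 buffer, 150 mM NaCl, 0.01% Pluronic F-127 | Incubation: Enzyme–compound pre-incubation 45 min, then probe 60 min, both 25 °C | Technique: Fluorescence polarization with parallel and perpendicular emission, 525/598 nm | Evaluation: % inhibition of FP-Rh probe binding versus controls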
PG9 binder = PG9 antibody binding by small molecule; TR-FRET gp120-PG9 antibody binding; inhibition, % at 6.7 µM; 360,000 tested, 0.43% active; AID 624416; in the data active = inhibition above about 8.5%
LEDGF integ inh = blocks HIV-1 LEDGF/p75-dependent DNA integration; TR-FRET IN-LEDGF/p75 DNA integration, Eu/Cy5; inhibition, % at 3.7 µM; 370,000 tested, 0.64% active; AID 743269;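 active = inhibition above the screen-wide mean plus 3 SD, cut at about 13% in these data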;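 also: signal is the Cy5 over europium emission ratio at 671 and 618 nm; 0% = plate median of compound wells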
PRMT1 FP inh = PRMT1 (human) inhibition, primary screen; recombinant PRMT1, activity-based probe fluorescence polarization; Q99873; 370,000 tested, 1.3% active; AID 652257; inhibition, % at 2.79 µM;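 active = inhibition above about 21% made by adding two undisclosed values, limit read from the data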
Target sequence (Q99873 whole entry, looked up): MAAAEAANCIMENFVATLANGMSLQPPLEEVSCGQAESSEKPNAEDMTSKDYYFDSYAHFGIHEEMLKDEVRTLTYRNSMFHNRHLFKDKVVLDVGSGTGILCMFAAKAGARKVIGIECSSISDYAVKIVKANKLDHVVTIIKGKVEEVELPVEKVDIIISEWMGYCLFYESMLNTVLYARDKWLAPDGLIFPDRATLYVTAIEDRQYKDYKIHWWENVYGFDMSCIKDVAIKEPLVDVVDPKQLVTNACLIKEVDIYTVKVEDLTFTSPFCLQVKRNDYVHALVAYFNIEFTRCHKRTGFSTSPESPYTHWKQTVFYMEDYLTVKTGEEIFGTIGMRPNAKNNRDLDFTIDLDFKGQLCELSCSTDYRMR
TDP2 absorb = blocks human TDP2 phosphodiesterase activity | 370,000 tested, 0.34% active | inhibition, % at 12.8 µM | recombinant TDP2, T5PNP hydrolysis, p-nitrophenol absorbance 415 nm | AID 720702 | O95551;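 active = inhibition above the mean of all tested compounds plus 3 SD, set per campaign, cut at about 25% in these data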;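 also: 0% = DMSO with enzyme and 100% = buffer with substrate but no TDP2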
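System – recombinant human TDP2 · Quantity – TDP2 enzyme at 120 nM final · Doses – single concentration, 12.8 µM nominal, with 1% DMSO · Incubation – 2 h at 37 °C · Measured by – epi absorbance of p-nitrophenol freed from T5PNP by hydrolysis · Read-out – % inhibition relative to enzyme-containing and enzyme-free wells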
rCAG binder = binds r(CAG) RNA repeats. r(CAG) RNA repeat, TO-PRO-1 dye displacement fluorescence. inhibition, % at 3 µM. 370,000 tested, 1.3% active;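 active = inhibition above the plate cutoff, the mean of all test compounds on that plate plus 3 SD, cut at about 35% in these data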;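 also: 0% = DMSO alone and 100% = 100 µM mitoxantrone as full dye displacement; higher means more dye released from RNA so lower well fluorescence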
NR1D1 modulator = Rev-erb alpha (human) modulation; P20393; Rev-erbα–FITC-DNA binding, fluorescence polarization, 90 min; activity, % at 10 µM; 370,000 tested, 0.79% active; AID 1259318;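 active = activity above about 14%, limit read from the data; passing the limit was not always enough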;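 also: 0% = DMSO wells with 35 nM protein and 100% = DMSO wells with 750 nM protein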
TCR-CD3 inh = human TCR-CD3 binding inhibition. TAMRA-labeled TCR probe fluorescence, biochemical. inhibition, % at 9.4 µM. 360,000 tested, 0.37% active; in the data active = inhibition above about 19%;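 also: recombinant mutant TCR 2C K166C tagged with TAMRA read by polarization; 0% = receptor in buffer alone and 100% = receptor with positive control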
HTRA1 inh = HTRA1 (human) protease inhibition. Q92743. recombinant HTRA1, FP-rhodamine activity-based probe, fluorescence polarization. inhibition, % at 5.96 µM. 340,000 tested, 0.5% active; in the data active = inhibition above about 36%;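 also: 0% = enzyme with DMSO and 100% = wells lacking enzyme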
Target sequence (Q92743 whole entry, looked up): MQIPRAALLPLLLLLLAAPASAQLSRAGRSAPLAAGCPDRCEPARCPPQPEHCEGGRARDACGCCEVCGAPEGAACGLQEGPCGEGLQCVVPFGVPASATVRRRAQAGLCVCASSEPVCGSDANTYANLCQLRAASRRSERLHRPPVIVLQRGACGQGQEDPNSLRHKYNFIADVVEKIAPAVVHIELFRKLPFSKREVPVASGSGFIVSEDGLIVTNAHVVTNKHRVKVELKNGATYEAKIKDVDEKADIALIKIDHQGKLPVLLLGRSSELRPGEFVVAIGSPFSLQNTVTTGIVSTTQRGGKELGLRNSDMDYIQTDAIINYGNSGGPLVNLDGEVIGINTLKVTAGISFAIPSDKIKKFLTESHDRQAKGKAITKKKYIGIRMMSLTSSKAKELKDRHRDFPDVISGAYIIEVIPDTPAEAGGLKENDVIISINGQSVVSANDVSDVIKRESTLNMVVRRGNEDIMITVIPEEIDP
An asterisk follows results filed as active; . = not tested or not shown. A portion of the library; count on the stated rates, not on these rows.

SMILES	SIAE primary	mABHD4 FP	PG9 binder	LEDGF integ inh	PRMT1 FP inh	TDP2 absorb	rCAG binder	NR1D1 modulator	TCR-CD3 inh	HTRA1 inh
Cc1cccc(N2CC(C(=O)OCC(=O)c3ccc(OC(=O)c4cccs4)cc3)CC2=O)c1C (configuration not stated)	2	-4	0.7	0	-1	-2	1	-4	3	24
CCN(CC(=O)NC(=O)NC1CCCC1)Cc1ccccc1	-7	7	2.0	-1	-1	-1	-12	-4	-6	-1
Cc1cccc(C(=O)Nc2ccc(NC(=O)CN3CCOCC3)cc2)c1	-3	8	1.1	-4	0	-11	0	-3	2	-16
O=C(COc1ccccc1F)OCC(=O)c1ccc([N+](=O)[O-])cc1	6	7	-0.1	1	46*	8	9	-2	6	5
Cc1cc(C(=O)NC2CC(C)(C)Cc3c2cnn3-c2ccccc2)n[nH]1 (configuration not stated)	-3	-4	-1.5	2	-2	5	-5	0	3	4
COC(=O)[C@]12C[C@H](CC(=O)NCCC(C)C)C(=O)N(Cc3ccc(Cl)cc3Cl)C1=C[C@H](C1CCCC1)O[C@@H]2C	-2	-7	.	5	-7	-10	1	-2	.	.
COc1ccc(-n2c(C)cc(/C=C3\SC(=S)N(Cc4ccco4)C3=O)c2C)cc1	-8	-15	-2.5	-2	4	-9	4	7	-5	-6
CCOc1ccc(C2=NNC(c3cccs3)=Nc3ccc(OC)cc32)cc1OCC	1	0	-0.1	-1	-2	0	4	-1	5	-4
COC(=O)c1sccc1NC(=O)Nc1cc(C)cc(C)c1	-6	-6	-1.2	3	3	19	4	-2	4	-34
O=C(NNC(=S)Nc1ccccc1Cl)C1CC1	3	0	-1.9	-3	0	-3	1	-3	6	2
CC(C)C(C(=O)NC1CCCC1)N(CC1CCCO1)C(=O)CNS(=O)(=O)c1ccccc1 (configuration not stated)	1	-5	1.3	3	4	-1	-3	-1	-14	-6
O=C(C1=NN(c2ccccc2)C2C(=O)N(c3cccc(Cl)c3)C(=O)C12)c1ccccc1 (configuration not stated)	-20	-1	0.5	-1	3	-2	14	-3	-4	-9
Cc1cccc(C)c1-n1ncc(C(=O)NC2CCCC2)c1C1CCNCC1	-15	-11	-1.8	3	-1	-30	3	5	6	0
Cc1ccc(C(C)NC(=O)c2ccc3c(c2)OCO3)cc1C (configuration not stated)	5	-4	-0.9	-1	0	2	-7	-2	0	-10
COc1ccc(OC)c(S(=O)(=O)N2CCN(CC(O)CN3CCOCC3)CC2)c1 (configuration not stated)	-1	1	-3.4	1	-7	-8	1	-1	-1	1

Entries of single compounds as entered above:
Entry for CC(C)C(C(=O)NC1CCCC1)N(CC1CCCO1)C(=O)CNS(=O)(=O)c1ccccc1 (configuration not stated) → SIAE primary = 1; mABHD4 FP = -5; PG9 binder = 1.3; LEDGF integ inh = 3; PRMT1 FP inh = 4; TDP2 absorb = -1; rCAG binder = -3; NR1D1 modulator = -1; TCR-CD3 inh = -14; HTRA1 inh = -6
Entry for O=C(COc1ccccc1F)OCC(=O)c1ccc([N+](=O)[O-])cc1 → SIAE primary = 6; mABHD4 FP = 7; PG9 binder = -0.1; LEDGF integ inh = 1; PRMT1 FP inh = 46*; TDP2 absorb = 8; rCAG binder = 9; NR1D1 modulator = -2; TCR-CD3 inh = 6; HTRA1 inh = 5

Continued:
SMILES	SIAE primary	mABHD4 FP	PG9 binder	LEDGF integ inh	PRMT1 FP inh	TDP2 absorb	rCAG binder	NR1D1 modulator	TCR-CD3 inh	HTRA1 inh
CCNC(=S)N=Nc1c(O)n(Cc2ccc(Cl)cc2)c2ccccc12	-2	-1	-0.1	3	0	-11	5	7	-8	-51
COc1ccccc1NC(=O)Nc1ccnn1C1CCN(C(=O)c2cccnc2)CC1	1	4	-0.1	-3	-5	-13	-2	0	1	1
CC(=O)c1ccc(C(=O)N2CCCC(C(=O)c3ccc(Cl)cc3)C2)s1 (configuration not stated)	2	-3	-2.5	-4	2	-10	-11	4	-1	-2
Cc1ccc2cn[nH]c2c1NC(=S)NC(=O)c1ccccc1	1	5	-1.1	0	-3	13	1	-2	0	-8
Cc1ccc(C)n1CCN1CCN(CC(=O)Nc2ccc(S(N)(=O)=O)cc2)CC1	-1	1	-0.4	-3	3	-12	7	-2	15	0
C=CCCC1CN(Cc2ccc(OC)cc2)S(=O)(=O)c2c(Oc3ccc(F)cc3OC)cccc2O1 (configuration not stated)	-8	-13	-1.6	-1	1	-6	10	0	-1	.
COc1ccc(-c2noc(C3CCCN(C(=O)c4ccccc4OC)C3)n2)cc1 (configuration not stated)	1	-3	0.0	4	-2	-11	-6	1	0	-1
COC(=O)CCC(=O)c1oc2ccc(OC)cc2c1N	16	1	-0.5	-1	-2	8	2	-4	-6	-4
COC(=O)NCC(c1ccco1)N1CCN(c2ccccc2)CC1 (configuration not stated)	3	0	-0.1	-3	-4	0	-6	2	6	6
CCOC(=O)C1CCN(C(=O)NS(=O)(=O)c2ccc(C)cc2)CC1	8	2	0.8	0	0	8	-1	-4	-3	-2
COC(=O)c1cc(-c2ccc(C)o2)nc2ccccc12	0	5	2.6	-2	42*	-2	10	2	-4	-3
CSc1ccccc1C(=O)OCC(=O)N1CCCC1=O	-1	-10	0.0	8	-6	-8	-1	1	2	-10
CCOC(=O)N1CCN(c2c(NCCN3CCN(c4ccccc4F)CC3)c(=O)c2=O)CC1	3	-2	1.0	1	-3	7	-2	6	-2	4
Cc1cc(NC(=O)CCC(=O)N(c2cccc(F)c2)C(C(=O)NC2CCCC2)c2ccc(C)o2)no1 (configuration not stated)	-5	3	-3.0	-1	-1	-2	-7	-2	4	-6
O=C(O)Cn1cc(C(=O)c2ccco2)c2ccccc21	0	4	-0.9	-2	-3	5	0	1	9	3
Nc1c(C(=O)NCc2ccc3c(c2)OCO3)nnn1Cc1cccc(F)c1	-4	0	-2.0	-1	-1	10	-4	-14	5	0
C/C(=N\NC(=O)c1ccccc1C)c1ccc(NC(=O)c2cccs2)cc1	-4	8	0.5	-1	-1	-1	0	3	4	-2
O=C(COC(=O)C1CCN(/C=C/C(=O)C(F)(F)F)CC1)Nc1cccc(F)c1	-1	-5	-0.6	1	-1	2	-2	1	-5	-12
COc1ccc(-c2oc3ccccc3c2C#CC(C)(C)O)cc1	-13	-54	0.9	4	2	-5	9	4	2	-54
COc1ccc(N2C(=O)CSC2c2ccc3c(c2)OCO3)cc1 (configuration not stated)	-4	-9	-0.6	5	0	-6	1	-3	-5	-6
Cc1ccc(C)c(S(=O)(=O)Nc2ccc3oc(C)c(C(=O)O)c3c2)c1	5	24	1.6	9	7	3	29	-16	16	12
NS(=O)(=O)c1ccc(CCNC(=O)NC2CCCCC2)cc1	-4	-6	0.8	-7	5	-18	1	-2	6	0
COc1ccccc1OCCC(=O)OCC(=O)Nc1cccc(Br)c1	-1	-4	-1.9	0	0	10	-2	-2	4	-10
Cc1nc2ncnn2c(Nc2ccc3c(c2)OCCO3)c1C	-3	0	0.2	-1	0	6	-2	1	-1	1
COc1ccc(NC(=O)CN(C)S(=O)(=O)c2cccc3nsnc23)cc1OC	6	2	-2.8	1	-1	-4	0	2	-2	5
CC1CC(C)CN(S(=O)(=O)c2ccc(NC(=O)C3CC(=O)N(Cc4ccccc4)C3)cc2)C1 (configuration not stated)	-7	-7	-0.1	1	0	7	6	11	6	-29
Cn1c(=O)c2c(nc(N3CCCCC3)n2CCSc2nc3ccccc3s2)n(C)c1=O	0	4	-1.1	-2	-2	-3	-3	-2	10	-7
O=C(O)C1[C@H]2C(=O)N(Cc3cccs3)C[C@]23C=C[C@H]1O3 (some centres not stated)	0	6	-0.1	2	-1	4	0	-4	-2	3
COc1ccccc1N1CCN(C(=O)c2cc(-c3ccc(Cl)c(Cl)c3)on2)CC1	1	1	-0.5	-1	1	4	4	-4	4	-2
C=CCn1c(-c2sc3nc(C)cc(C)c3c2N)n[nH]c1=S	16	10	-3.6	-3	0	14	4	2	1	.
COc1ccc(C(=O)CSc2nnc(CNC(=O)c3ccc(OC)cc3)n2C)cc1	-3	2	-1.5	2	2	-1	-3	-2	0	5
O=C(CCCN1C(=O)/C(=C\c2ccco2)SC1=S)Nc1cccc2ccccc12	0	2	0.2	0	14	-4	40*	3	-3	-2
COc1ccccc1-c1noc2c1C(=O)N(Cc1cn(C3CCCC3)nn1)CC2	4	-1	-2.6	0	-2	7	3	-3	0	.
COc1cc(SC)ccc1C(=O)Nc1cccc(S(=O)(=O)NC2=NCCCCC2)c1	-11	-8	0.1	2	4	-15	2	4	-2	-18
CCCCc1cc(=O)oc2c(C)c(OCC(=O)N3CCC(C(=O)O)(c4ccccc4)CC3)ccc12	-9	3	-0.4	1	-1	-10	40*	-10	6	-10
Cc1ccc(N/C=C/C(=O)c2ccco2)c(O)c1	12	5	-4.6	-4	0	0	1	2	-10	-3
O=C(Nc1ccccc1)c1ccc(CN2CCC(Cc3ccccc3)CC2)cc1	-1	-7	-0.4	-2	0	-7	0	-2	0	-17
O=S(=O)(Nc1ccccc1C(F)(F)F)c1ccc(-c2ccccn2)s1	7	-1	0.1	-1	-8	7	34	-4	1	-8
Cc1ccc(NC(=O)CC2S/C(=N/c3nccs3)N(C)C2=O)cc1C (configuration not stated)	-8	0	0.8	0	0	-4	2	1	6	1
Cc1nn(-c2cccc(Cl)c2)nc1C(=O)Nc1cccc(C(=O)NC2CC2)c1	-6	-1	2.4	-3	7	4	3	8	2	-17
COc1cccc(CNC[C@H]2O[C@@H](n3cnc(C(N)=O)n3)[C@H](O)[C@@H]2O)c1OCc1ccc(F)cc1Cl	0	6	0.2	-6	1	6	0	-2	-1	0
COC(=O)c1ccc2c(=O)n(-c3ccccc3)c(SCN3C(=O)c4ccccc4C3=O)nc2c1	4	-2	-1.6	7	1	5	5	-4	0	8
O=c1c(Cl)c(N2CCN(c3ccccc3)CC2)cnn1C12CC3CC(CC(C3)C1)C2	-4	-1	-1.2	0	-2	2	-3	1	0	2
O=C(NCc1ccco1)/C(=C\c1ccco1)NC(=O)c1ccccc1Cl	4	10	0.3	0	3	21	4	6	-4	-8
COC(=O)[C@H](Cc1ccccc1)NC(=O)NC(C)CCc1ccccc1 (some centres not stated)	-6	0	-1.9	-5	-2	-5	-4	6	1	-8
Cc1cc(C)n2nc(C(=O)Nc3cccc(S(=O)(=O)N(C)c4ccccc4)c3)nc2n1	-17	-3	-1.3	-1	1	-16	4	-2	5	-4
COC(C[C@@H](O)CC(=O)COCc1ccccc1)OC	0	3	-0.3	-4	-3	3	0	0	-4	2
O=C(Nc1cccc(NC(=O)c2ccc(-c3ccc(Br)cc3)o2)c1)c1ccco1	-91	-56	0.1	-2	-4	-5	14	-2	56*	-76
Cc1ccc2cc(CN(CCCN3CCOCC3)C(=O)NC3CCCCC3)c(=O)[nH]c2c1C	2	0	0.9	-2	0	-4	-6	2	4	0
Cc1ccc(NC(=O)CSc2n[nH]c(-c3ccco3)n2)cc1	0	3	-0.5	3	-1	-3	0	-3	4	4
